Gli-Sufu block = Gli-Sufu pathway antagonists, primary screen, luciferase luminescence, Sufu-KO-LIGHT cells, uHTS. Sufu-KO-LIGHT fibroblasts, Gli luciferase reporter luminescence. inhibition, % at 5 µM. hit rate 0.74% among 340,000;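 active = inhibition above about 55%, limit read from the data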;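 note: 0% = DMSO-treated cells and 100% = wells with medium but no cells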
UBC13 polyUb = UBC13 polyubiquitin chain formation inhibitors, primary screen, biochemical, TR-FRET, uHTS; hit rate 0.47% among 330,000; AID 485273, 2010; inhibition, % at 20 µM; in the data active = inhibition above about 45%, passing the limit was not always enough
Target sequence (P61088 whole entry, looked up): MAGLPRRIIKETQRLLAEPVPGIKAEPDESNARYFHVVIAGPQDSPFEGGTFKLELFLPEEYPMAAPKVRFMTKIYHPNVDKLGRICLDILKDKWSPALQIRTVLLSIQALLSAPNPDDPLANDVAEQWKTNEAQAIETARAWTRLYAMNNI
CXCR6 block = CXCR6 receptor inhibitors, primary screen, cell-based, beta-arrestin, luminescence, CHO-K1 PathHunter, 1536-well; C-X-C chemokine receptor type 6 (Homo sapiens), O00574; inhibition, % at 20 µM; hit rate 0.36% among 360,000; in the data active = inhibition above about 34%, passing the limit was not always enough;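 note: antagonist mode with CXCL16 agonist at 10 nM final; 0% = 10 nM CXCL16 with DMSO and 100% = unstimulated wells without agonist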
Target sequence (O00574 whole entry, looked up): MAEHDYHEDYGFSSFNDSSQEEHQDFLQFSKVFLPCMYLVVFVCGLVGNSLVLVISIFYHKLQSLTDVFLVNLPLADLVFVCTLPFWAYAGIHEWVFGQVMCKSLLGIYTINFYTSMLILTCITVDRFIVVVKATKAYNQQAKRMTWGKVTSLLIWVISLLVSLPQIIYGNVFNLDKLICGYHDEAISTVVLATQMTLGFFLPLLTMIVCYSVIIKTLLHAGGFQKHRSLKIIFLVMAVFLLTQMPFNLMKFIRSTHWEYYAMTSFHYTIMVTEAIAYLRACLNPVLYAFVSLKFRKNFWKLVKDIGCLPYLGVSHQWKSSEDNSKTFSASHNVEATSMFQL
APJ agonist = agonists of human apelin receptor APJ, primary screen, CHO-K1 cells, PathHunter beta-arrestin, luminescence; P35414; 0% DMSO wells, 100% apelin; activation, % at 20 µM; hit rate 0.11% among 330,000;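 active = activation more than six SD over the plate average, tested at 20 µM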;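 note: 0% = DMSO alone and 100% = apelin-13 at 10 nM; some results filed as inactive read as strong as hits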
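Assay system: CHO-K1 APJ beta-arrestin complementation cell line / Compound: single test compound dose, 20 µM final, 1% DMSO / Times: overnight seeding, 90 min compound at 25 °C, 1 h detection / Technique: beta-gal luminescence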
APJ antag = antagonists of human apelin receptor APJ, primary screen, CHO-K1 cells, beta-arrestin complementation, luminescence | AID 2521, 2010 | hit rate 0.32% among 330,000 | inhibition, % at 20 µM | P35414;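 active = inhibition above about 40% at 20 µM, limit read from the data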;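 note: cells challenged with 10 nM apelin-13 agonist together with compound; plate controls were apelin-13 plus DMSO wells for no effect and DMSO wells lacking apelin-13 for full effect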
EBI2 antag = EBI2 receptor antagonists, beta-arrestin recruitment, primary screen, cell-based, luminescence, 7a,25-OHC stimulation, uHTS; 7a,25-OHC stimulated; inhibition, % at 5 µM; hit rate 0.81% among 360,000; AID 651636, 2012; in the data active = inhibition above about 38%;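 note: enzyme fragment complementation signal reports receptor beta-arrestin coupling in cells; 0% = agonist plus DMSO wells and 100% = wells without agonist; some results beyond the cut were filed as inactive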
ATG4B inh = ATG4B protease inhibitors, primary screen, biochemical, fluorescence, uHTS | Cysteine protease ATG4B (Homo sapiens), Q9Y4P1 | ATG4B cleavage of LC3-PLA2, NBD-HPC fluorescence, 1 h | inhibition, % at 8.33 µM | hit rate 0.51% among 340,000; in the data active = inhibition above about 40%
Target sequence (Q9Y4P1 whole entry, looked up): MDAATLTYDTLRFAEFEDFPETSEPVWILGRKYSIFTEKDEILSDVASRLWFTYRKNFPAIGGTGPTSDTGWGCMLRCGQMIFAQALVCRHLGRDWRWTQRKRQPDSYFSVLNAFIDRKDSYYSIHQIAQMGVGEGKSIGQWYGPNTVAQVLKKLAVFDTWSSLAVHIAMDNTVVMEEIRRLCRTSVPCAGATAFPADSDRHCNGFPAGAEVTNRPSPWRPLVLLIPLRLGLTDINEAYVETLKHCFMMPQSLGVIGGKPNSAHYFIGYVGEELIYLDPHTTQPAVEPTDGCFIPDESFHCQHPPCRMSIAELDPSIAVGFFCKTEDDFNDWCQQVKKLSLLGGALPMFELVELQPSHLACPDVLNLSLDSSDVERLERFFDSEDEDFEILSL
CCR6 antagonist = CCR6 receptor antagonists, primary screen, cell-based, CHO-K1, luminescence, beta-arrestin, uHTS. CHO-K1 CCR6 PathHunter beta-arrestin, CCL20-stimulated. inhibition, % at 20 µM. AID 493098, 2011. hit rate 0.49% among 340,000;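 active = compounds whose inhibition of the agonist-driven luminescence signal at 20 µM reaches about 50%, limit read from the data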;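 note: cells stimulated with CCL20 at 14 nM final; plate controls were DMSO with CCL20 for no effect and DMSO without agonist for full effect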
Active calls of the source: *; / = no result given. Hits appear at their usual frequency; any-hit rate near 3%.

SMILES	Gli-Sufu block	UBC13 polyUb	CXCR6 block	APJ agonist	APJ antag	EBI2 antag	ATG4B inh	CCR6 antagonist
O=C(COC(=O)CCC(=O)c1ccc(F)cc1)Nc1ccccc1	-10	10	12	0	11	-4	20	13
Oc1ccc(/C=N/n2c3ccccc3c3ccccc32)cc1	-29	12	-8	-2	1	18	8	-16
CC(C)Cc1nc(N2CCN(C(=O)c3ccccc3)CC2)c(C#N)c2c1CCC2	13	4	3	-1	-16	-2	6	20
CCOC(=O)C1(Cc2cccc(OC)c2)CCCN(C(=O)CSC)C1 (configuration not stated)	-11	/	-2	/	/	2	3	8
Nc1nnc(SCC(=O)OCC(=O)Nc2ccccc2)s1	2	10	5	-2	2	10	1	-16
Nc1ccn(Cc2ccccc2F)n1	2	-3	-3	0	7	-2	-2	-5
COCC(C)N=Cc1c(O)[nH]c2ccccc12 (configuration not stated)	2	0	-3	1	12	0	4	1
Cc1ccc(C)c(Cc2c(C)nc(C)[nH]c2=O)c1	-4	5	2	-3	-10	-20	7	-9
COCCCNC(=O)Cn1cnc2sc(C)c(S(=O)(=O)N3CC(C)CC(C)C3)c2c1=O (configuration not stated)	-21	6	-2	2	6	-8	-1	6
Clc1ccccc1C1=Nn2c(nnc2-c2ccncc2)SC1	-8	/	-11	/	/	-8	-8	5
CCCCN(CC)CCCNC(=O)c1cc2c(=O)[nH]c3ccccc3c2s1	12	30	-1	-4	-2	-2	-8	8
Cc1c(OCC(=O)NCC(O)c2ccccc2)ccc2c3c(c(=O)oc12)CCCC3 (configuration not stated)	13	4	2	0	10	-4	4	3
Cc1cccc(NC(=S)NNC(=O)c2cc3c(s2)CCC(C)C3)c1C (configuration not stated)	0	-24	18	-4	2	11	38	38
C[C@H](CO)N1C[C@H](C)[C@@H](CN(C)S(=O)(=O)c2cn(C)cn2)Oc2ccc(NC(=O)Nc3ccc4c(c3)OCO4)cc2C1=O	-42	3	4	0	2	1	3	7
c1csc(-c2ccc3ccccc3n2)c1	-38	6	-8	-4	6	-4	-2	-7
Cc1nc(N)c(C#N)c(-c2cccnc2)c1-c1ccccc1	-6	13	0	-5	20	8	0	5
COc1ccc(-c2nnc(SCc3c(C)noc3C)o2)cc1	-5	-2	-3	-2	0	3	6	7
CCOc1cc(C(=O)Nc2nnc(C)s2)cc(OCC)c1OCC	5	2	-1	-5	14	-4	-7	-4
O=C(Nc1ccc(S(=O)(=O)N2CCOCC2)cc1)c1ccc(CN2CCc3ccccc3C2)cc1	-11	8	/	10	-3	/	-15	7
Cc1ccc(S(=O)(=O)Nc2ccccc2F)cc1C(=O)NNC(=O)c1ccccc1O	1	-6	7	-1	-52	-8	7	3
O=C(Nc1ccc(NC(=O)c2ccccc2)nc1)c1ccncc1	-15	-1	7	-1	-2	5	-10	3
O=C(NCc1ccccn1)c1ccc(Cl)s1	-6	-5	-3	5	-2	-16	-21	-2
COc1ccc(OCC(O)CON2C(=O)c3ccccc3C2=O)cc1 (configuration not stated)	1	0	-6	7	-16	6	-7	-4
CCCc1nc(C)c2c(=O)[nH]c(-c3cc(S(=O)(=O)N4CCN(CC)CC4)ccc3OCC)nn12	5	5	4	-5	19	2	-4	-1
Cc1cc(=O)[nH]c2c1c(=O)[nH]n2C1CC(C)N(C)CC1C (configuration not stated)	-5	1	-2	0	6	1	-5	2
C=CCNC(=S)N1CCN(c2ccccc2Cl)CC1	10	2	8	-4	-13	-4	-1	4
COc1ccc(OC)c(NC(=O)c2ccno2)c1	-6	-6	-2	0	8	0	-9	5
CCOC(=O)CSc1nnc(CNC(=O)c2ccc(OC)cc2)n1-c1ccc(OC)cc1	10	-12	7	0	4	-3	-9	-3
COC(=O)Cn1c(=O)c(=O)n(CC(=O)OC)c2ccccc21	2	11	-1	-2	17	-3	-8	-1
CN(C)CCNc1c2c(nc3ccccc13)CCC2	9	-8	-2	-2	7	8	-4	17
Cc1ccc(CNC(=O)C2CCC(=O)N2C2CCCCC2)cc1 (configuration not stated)	-14	9	-5	3	-3	-1	12	-5
NCCCC[C@@H]1NC(=O)[C@H](CCC(=O)O)NC(=O)c2cc([N+](=O)[O-])cc(I)c2NCC[C@@H](C(N)=O)NC1=O	1	4	-7	1	-15	-9	-7	-8
N/C(COc1ncn(-c2ccccc2)n1)=N\S(=O)(=O)c1ccccc1	-9	4	4	-3	6	-17	-5	15
CCn1cc(C(=O)NC(=S)Nc2ccccc2Br)cn1	-14	-8	6	-1	15	3	-2	16
O=C(/C=C/c1ccc([N+](=O)[O-])s1)N1CCCCC1	-3	-16	0	1	-1	-7	2	2
O=C(NCCc1ccccc1)C(c1ccncc1)N(C(=O)c1csnn1)C1CC1 (configuration not stated)	-2	3	-2	-3	1	-7	-19	-6
O=C1NCCn2ccc(=O)cc21	0	-8	2	-3	-5	-4	6	-10
Cc1ccc(S(=O)(=O)N2CCC(=O)N(C(COCc3cccc(C(F)(F)F)c3)C(C)C)CC2)cc1 (configuration not stated)	15	13	13	-9	16	16	-9	22
O=C(Nc1ccc(Cl)c(Cl)c1)N(CCCN1CCOCC1)Cc1cccnc1	5	2	-2	-7	-36	-5	-9	8
CC(C)(CCl)C(=O)Nc1ccnc(-c2ccncc2)n1	-3	12	3	-3	-20	5	-9	10

The list goes on, overlapping the part above by seven compounds.
SMILES	Gli-Sufu block	UBC13 polyUb	CXCR6 block	APJ agonist	APJ antag	EBI2 antag	ATG4B inh	CCR6 antagonist
CCn1cc(C(=O)NC(=S)Nc2ccccc2Br)cn1	-14	-8	6	-1	15	3	-2	16
O=C(/C=C/c1ccc([N+](=O)[O-])s1)N1CCCCC1	-3	-16	0	1	-1	-7	2	2
O=C(NCCc1ccccc1)C(c1ccncc1)N(C(=O)c1csnn1)C1CC1 (configuration not stated)	-2	3	-2	-3	1	-7	-19	-6
O=C1NCCn2ccc(=O)cc21	0	-8	2	-3	-5	-4	6	-10
Cc1ccc(S(=O)(=O)N2CCC(=O)N(C(COCc3cccc(C(F)(F)F)c3)C(C)C)CC2)cc1 (configuration not stated)	15	13	13	-9	16	16	-9	22
O=C(Nc1ccc(Cl)c(Cl)c1)N(CCCN1CCOCC1)Cc1cccnc1	5	2	-2	-7	-36	-5	-9	8
CC(C)(CCl)C(=O)Nc1ccnc(-c2ccncc2)n1	-3	12	3	-3	-20	5	-9	10
Cn1c(CN2CCC(C(N)=O)CC2)c(C#N)c2ccccc21	5	8	-5	-4	-12	3	-1	-2
O=C(NCc1ccccc1)C(c1c(F)cccc1Cl)N(C(=O)c1csnn1)C1CC1 (configuration not stated)	-3	-9	4	-1	-14	1	-3	1
O=C(Nc1ccc(-n2nncc2-c2ccco2)cc1)c1cc2ccccc2oc1=O	3	1	1	-3	3	-11	5	9
CC(=O)Oc1ccccc1/C=C/c1nc2ccccc2c(=O)o1	17	-1	5	-6	19	2	33	6
CCCCn1c(=O)[nH]c(=O)c2c1nc(-c1ccccc1OC(F)F)n2C	-16	-5	11	-1	5	-6	2	-10
COc1ccc(S(=O)(=O)NCCc2nnc3ccc(SCC(=O)Nc4nc(C)cs4)nn23)cc1	-2	-4	1	-1	-6	0	-3	7
CCn1cc(C(=O)O)c(=O)c2cc(F)c(N3CCN(C(=S)NC(=O)c4ccccc4C)CC3)cc21	-9	22	7	-3	-11	3	-7	1
NNC(=S)Nc1cc(S(=O)(=O)N2CCOCC2)ccc1N1CCOCC1	-7	-7	2	0	-10	-21	-12	3
Cc1cc(=O)[nH]c(SCC(=O)Nc2ccc(C)c(S(=O)(=O)N3CCCCC3)c2)n1	18	-7	12	0	-22	4	-6	-3
Cc1cc(C)cc(CC(CC(=O)Nc2ccc(Cl)cc2)C(=O)O)c1 (configuration not stated)	4	-6	4	-2	7	-1	-1	10
O=C(NCc1ccccc1)c1ccc(-c2ccc(F)cc2)o1	-15	0	3	3	4	11	6	9
CCC(=O)Oc1ccc(C/C(=N\O)c2ccc(O)cc2O)o1	12	11	-2	12	-10	5	-8	-30
O=C(Nc1cccnc1)c1ccc(-c2ccc(Cl)cc2)o1	8	-4	1	1	1	6	-4	3
CCN1C(=O)[C@H]2[C@H]3CN=C(SCc4ccc(C#N)cc4)N3[C@@](CC)(C(=O)OC)[C@H]2C1=O	2	/	5	/	/	3	-4	20
Cc1ccsc1CN(C(=O)c1ccccc1)C1CCS(=O)(=O)C1 (configuration not stated)	5	-4	4	-2	7	0	-4	6
Cn1c(=O)oc2cc(S(=O)(=O)NCCC(=O)NCc3ccccc3Cl)ccc21	30	-4	0	-2	3	0	0	16
Cc1noc2ncnc(Oc3ccc(C(C)(C)C)cc3)c12	6	-1	6	0	-10	-5	-3	1
CS(=O)(=O)N(Cc1ccco1)CC(O)Cn1cc(C=O)c2ccccc21 (configuration not stated)	40	-10	-3	1	9	-8	-12	-8
COc1cc(NC(C(=O)Nc2cccc(C(C)=O)c2)c2ccccc2)cc(OC)c1OC (configuration not stated)	27	-13	-5	6	-5	15	0	16
O=C(C1CCCCC1)N1CCCC(c2nc3c(nnn3Cc3ccccc3)c(=O)[nH]2)C1 (configuration not stated)	-11	-10	8	-4	1	-1	-5	12
CN(C)CCC1CCN(c2cc(C#N)c(C#N)cc2[N+](=O)[O-])CC1	15	-41	-2	3	-21	-5	8	-4
O=C(Cc1ccc(Cl)cc1)c1ccc(O)cc1	-52	8	1	4	6	-2	-1	3
C/C(=N/NC(=O)c1cnccn1)c1ccncc1	-6	0	-3	-3	12	2	-3	15
COc1ccc(-c2c(-c3cc(OC)cc(OC)c3)n(C)c3ccc(Br)cc23)cc1	14	48*	10	-5	10	13	-10	18
Cc1ccc2cc3cc(C(=O)N4CCCCC4C)oc3nc2c1 (configuration not stated)	-107	-16	-3	-4	-3	21	-11	-3
CSc1cccc(NC(=O)COc2ccccc2)c1	-3	10	12	-2	-12	0	-8	3
COc1cc(-c2cc(C(=O)O)c3cc4c(cc3n2)OCCO4)cc(OC)c1OC	39	0	3	3	21	0	-9	3
c1ccc(-c2nnc(CSc3nncs3)o2)cc1	-40	-1	12	-2	6	-2	-5	4
OCCC1CN(CCCn2cccn2)CCN1Cc1ccccc1 (configuration not stated)	13	-1	1	-2	0	-11	-9	-5
Cc1ccc(NC(=S)NC(NC(=O)N(C)C)C(Cl)(Cl)Cl)cc1 (configuration not stated)	4	10	0	-1	-4	-7	-5	4
C=C(C)[C@@H]1CC[C@]2(C(=O)O)CC[C@]3(C)[C@H](CC[C@@H]4[C@@]5(C)CC[C@H](O)C(C)(C)[C@@H]5CC[C@]43C)[C@@H]12	-9	-20	1	3	4	-3	15	-11
COc1ccccc1NC(=O)Cc1noc(CN(C)Cc2cccs2)n1	-7	5	3	2	-5	2	-1	9
CCCSc1ccc2nc(NC(=O)OC)[nH]c2c1	24	-6	-3	-3	0	-2	-1	-7
Cc1ccc(S(=O)(=O)O/N=C2\CCCc3ccccc32)cc1	36	-4	-12	3	-3	3	12	5
O=C(COC(=O)c1ccc(F)c(S(=O)(=O)N2CCOCC2)c1)NCCc1ccc(F)cc1	0	-3	11	-2	0	4	3	10
COc1ccccc1CN(C)C(=O)c1ccc(S(=O)(=O)NCc2ccco2)cc1	7	1	0	-3	-1	-2	2	9
Cc1ccc(-c2nnc(-c3ccccc3)c(N3CCOCC3)n2)cc1	8	-6	4	-3	5	15	5	15
Cc1ccc(C(=O)N/C(=C\c2ccco2)C(=O)NCC2CCCO2)cc1C (configuration not stated)	6	-16	11	-5	-24	10	0	-15

Screening results (PubChem BioAssay)
